S aureus QS inh: blocks AIP-induced quorum sensing reporter in S. aureus | S. aureus RN6390 RNAIII-GFP reporter, flow cytometry 3 h | inhibition, % at 2 µM | 24,000 compounds, 0.3% hits | AID 527;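 active = share of bacteria positive for the green fluorescent reporter and its mean brightness both inhibited by 50% or more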;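 note: 0% = AIP-stimulated control and 100% = unstimulated bacteria without AIP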
S aureus QS inh GFP MFI %: second read-out of S aureus QS inh, no call of its own (marks repeat the call); inhibition, %; measured here: inhibition of GFP MFI
The depositor's hits bear a star. Some of the compounds tested (hit frequency here may not be typical).

1. Cn1c(=O)n(CCN2CCOCC2)c(=O)c2c1nc1n2CCN1c1ccccc1
2. O=C(NC1CCCC1)c1ccc(S(=O)(=O)N2CCCC2)cc1
3. Cc1ccc(-c2noc(CCC(=O)Nc3ccc4c(c3)OCO4)n2)cc1
4. Cc1cc(N2CCN(C(=O)c3ccco3)CC2)n2nc(C)nc2n1
5. O=C(Cn1nnc(-c2cccs2)n1)OC1CCCCC1
6. Cc1cc(NC(=O)CSc2nc3c(c(=O)n2-c2ccc(Cl)cc2)SCC3)no1
7. O=C(CCn1c(=O)oc2ccccc21)N1CCN(c2ccccc2F)CC1
8. COCCOC(=O)c1[nH]c2c(c1C)C(=O)CC(c1ccc(F)cc1)C2 (stereo unspecified)
screen / no.,1,2,3,4,5,6,7,8
S aureus QS inh,0,0,-2,0,-2,3,-4,0
S aureus QS inh GFP MFI %,-19,-5,-2,2,-5,11,-10,20

9. COc1ccccc1NC(=O)C1=C(C)Nc2nc(-c3cccs3)nn2C1c1cccnc1 (stereo unspecified)
10. O=C(NC(=O)c1ccc(Cl)c(Cl)c1)OC1CCS(=O)(=O)C1 (stereo unspecified)
11. O=C(Nc1ccon1)c1cnc2sccn2c1=O
12. Cc1noc(C)c1S(=O)(=O)N1CCC(Cc2ccccc2)CC1
13. CCc1c(C)nc(N)n2c(SCC(=O)N3CCCc4ccccc43)nnc12
14. CCOC(=O)N1CCN(C(=O)c2oc3ccc(S(=O)(=O)N4CCCCCC4)cc3c2C)CC1
15. CCOC(=O)C1CCN(C(=O)Nc2ccc(Cl)cc2Cl)CC1
16. COc1ccc(-n2nnc3c(=O)n(Cc4cccc(C)c4)cnc32)cc1
screen / no.,9,10,11,12,13,14,15,16
S aureus QS inh,0,-1,0,0,0,-2,-2,-8
S aureus QS inh GFP MFI %,4,4,3,-13,2,-5,-13,-21

17. CCOC(=O)c1[nH]c(C)c(C(=O)NCc2ccc(C)cc2)c1C
18. CCC(C)N(CCNC(=O)CC1Oc2ccc(C)cc2NC1=O)C1CCCCC1 (stereo unspecified)
19. COc1ccc(CCNC(=O)C2CCCN(Cc3nc(-c4cccc(Cl)c4)oc3C)C2)cc1OC (stereo unspecified)
20. COC(=O)c1ccc(CSc2ncnc3ccccc23)o1
21. CSc1ccc(C2C(C#N)=C(N)N(c3ccccc3)C3=C2C(=O)CCC3)cc1 (stereo unspecified)
22. CCOC(=O)c1ccc2nc(NC(NC(C)=O)(C(=O)OC)C(F)(F)F)sc2c1 (stereo unspecified)
23. Cc1oc(-c2ccc(Cl)cc2)nc1CN1CCCC(C(=O)N2CCc3ccccc32)C1 (stereo unspecified)
24. O=C(c1cc(-c2cccc(O)c2)on1)N1CCOCC1
25. Cn1c(Cn2c(=O)sc3ccccc32)nnc1SCC(=O)Nc1ccccc1
26. COc1ccccc1N1CCN(c2nc3ccccc3n3nnnc23)CC1
27. Cn1c(C(=O)N2CCCC(C(=O)NCCc3ccccc3)C2)cc2sccc21 (stereo unspecified)
screen / no.,17,18,19,20,21,22,23,24,25,26,27
S aureus QS inh,8,0,3,3,0,-1,10,3,0,-2,-3
S aureus QS inh GFP MFI %,17,-8,9,18,-6,-5,42,9,3,-5,-10

Retrieved by compound from the list above, 6 records:
22. CCOC(=O)c1ccc2nc(NC(NC(C)=O)(C(=O)OC)C(F)(F)F)sc2c1 (stereo unspecified)
4. Cc1cc(N2CCN(C(=O)c3ccco3)CC2)n2nc(C)nc2n1
8. COCCOC(=O)c1[nH]c2c(c1C)C(=O)CC(c1ccc(F)cc1)C2 (stereo unspecified)
15. CCOC(=O)C1CCN(C(=O)Nc2ccc(Cl)cc2Cl)CC1
24. O=C(c1cc(-c2cccc(O)c2)on1)N1CCOCC1
2. O=C(NC1CCCC1)c1ccc(S(=O)(=O)N2CCCC2)cc1
screen / no.,22,4,8,15,24,2
S aureus QS inh,-1,0,0,-2,3,0
S aureus QS inh GFP MFI %,-5,2,20,-13,9,-5

Assay outcomes deposited in PubChem by NMMLSC.
